Source: PubChem (several laboratories)
CaV13 ICDI inh: Disruptors of the CACNA1D IQ motif to Ca2+-dependent inactivation inhibitor domain association, primary screening, Förster resonance energy transfer in intact living …; inhibition, % at 12.3 µM; AID 743397; 0.098% of 340,000 active; HEK cells, CFP/YFP FRET ICDI-IQ, plate reader, 10 min; percent FRET-ratio fall versus neutral wells;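 active means mean replicate inhibition of at least 30% and at least 1% of replicates passing that level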;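 further: 0% = median of the neutral control wells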
NR2E3 ag-1: NR2E3 agonists in two-hybrid cells, primary screen, cell-based, luminescence, CHO-S, Gal4-NCOR/VP16-NR2E3; 0.35% of 360,000 active; AID 602229, 2012; inhibition of corepressor binding, % at 3.98 µM; luciferase;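 active means inhibition above the mean of all tested compounds plus 3 SD, cut at about 70% in these data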;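 further: 0% = DMSO with NR2E3 transfected cells and 100% = cells lacking NR2E3 construct; higher means lower luciferase signal from less NR2E3 corepressor binding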
NR2E3 ag-2: inhibitors of NR2E3-RetCOR corepressor binding, primary screen, NR2E3 agonist project, biochemical, TR-FRET, GST-NR2E3, biotin-RetCOR | Photoreceptor-specific nuclear receptor (Homo sapiens), Q9Y5X4 | 1536-well | inhibition of corepressor binding, % at 4.78 µM | 0.12% of 320,000 active | AID 2300, 2010;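 active means percent inhibition above the cutoff of mean plus 3 SD of all tested compounds, set per screening campaign, cut at about 20% in these data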;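 further: 0% = DMSO wells and 100% = biotin wells as full block of FRET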
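Material: NR2E3–RetCOR corepressor complex / Incubation: Compound–protein incubation for 5 h at 4 °C / Dosing: compound at 4.8 µM, single dose / Detection: time-resolved FRET / Benchmarks: high control biotin, low control 0.6% DMSO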
Shn3 inh set2: reduction of Shn3 3'UTR firefly luciferase signal, primary screen, Schnurri-3 inhibitor project, cell-based, Clone20 osteoblasts, set 2; Clone20 osteoblast Shn3 3'UTR firefly luciferase, 24 h; inhibition, % at 12.5 µM; 0.52% of 360,000 active; AID 588674, 2011;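 active means mean inhibition of at least 75% with every replicate also reaching 75%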;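 further: 0% = median of neutral control wells and 100% = pilot-screen positive control compound; some compounds past the cut are filed as inactive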
TRPM1 prom inh: inhibitors of MITF-dependent TRPM1 promoter reporter, primary screen, cell-based, SK-MEL-5, single point, luciferase | 0.83% of 330,000 active | AID 488899, 2010 | SK-MEL-5 TRPM1 promoter luciferase, 24 h | inhibition, % at 12.5 µM;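 active means mean inhibition across replicates of 60% or more, whatever share of single replicates reaches that level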; further: values of inactives mirror those of a sister screen read the other way
HIF-2a inh: HIF-2a reporter inhibitors, primary screen, luminescence, 786-0 RCC cells; 786-0 RCC cells HIF-2a reporter, luciferase luminescence, overnight; inhibition, % at 18.8 µM; 0.72% of 360,000 active;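 active means inhibition of the luminescence signal of 40% or more relative to plate controls, in a single-dose primary screen at 18.75 µM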
Peg3 prom inh: Peg3 promoter-driven luciferase inhibitors, primary screen, cell-based, HeLa, luciferase luminescence; HeLa PEG-Prom luciferase reporter, overnight; inhibition, % at 20 µM; 1.7% of 360,000 active; AID 588405, 2011;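 active means inhibition of at least 50% at 20 µM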
HTR2A ag: mouse Htr2a agonists via beta-arrestin recruitment, primary screen, cell-based, luminescence; 5-hydroxytryptamine receptor 2A (Mus musculus), P35363; CHO-K1 mHTR2A beta-arrestin complementation; percent of 30 µM serotonin response; activation, % at 7.6 µM; 0.66% of 360,000 active;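 active means activation above a run cutoff, the mean activation of all tested compounds plus 3 SD, cut at about 14% in these data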;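 further: 0% = plate median of compound wells and 100% = 30 µM serotonin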
Target sequence (P35363 whole entry, looked up): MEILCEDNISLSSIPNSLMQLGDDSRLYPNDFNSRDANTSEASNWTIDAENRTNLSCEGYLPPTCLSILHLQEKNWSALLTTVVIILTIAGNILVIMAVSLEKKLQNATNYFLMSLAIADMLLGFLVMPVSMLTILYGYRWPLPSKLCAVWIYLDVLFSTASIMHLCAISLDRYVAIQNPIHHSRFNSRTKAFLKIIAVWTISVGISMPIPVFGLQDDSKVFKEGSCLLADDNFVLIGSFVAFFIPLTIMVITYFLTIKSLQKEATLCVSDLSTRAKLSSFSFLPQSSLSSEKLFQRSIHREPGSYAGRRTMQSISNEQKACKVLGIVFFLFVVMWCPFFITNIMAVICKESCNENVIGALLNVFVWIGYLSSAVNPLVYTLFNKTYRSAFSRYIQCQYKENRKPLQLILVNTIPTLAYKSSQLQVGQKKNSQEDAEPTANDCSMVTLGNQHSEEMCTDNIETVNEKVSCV
PDI inh: inhibitors of human PDI, primary screen, biochemical, turbidity, single point, plate reader; Protein disulfide-isomerase (Homo sapiens), P07237; PDI insulin aggregation turbidity, A650, 90 min; inhibition, % at 10 µM; 0.052% of 350,000 active; AID 588391, 2011;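 active means mean inhibition across replicates of 30% or more, whatever share of single replicates reach that level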;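 further: absorbance from insulin aggregation driven by PDI reduction with DTT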
Target sequence (P07237 whole entry, looked up): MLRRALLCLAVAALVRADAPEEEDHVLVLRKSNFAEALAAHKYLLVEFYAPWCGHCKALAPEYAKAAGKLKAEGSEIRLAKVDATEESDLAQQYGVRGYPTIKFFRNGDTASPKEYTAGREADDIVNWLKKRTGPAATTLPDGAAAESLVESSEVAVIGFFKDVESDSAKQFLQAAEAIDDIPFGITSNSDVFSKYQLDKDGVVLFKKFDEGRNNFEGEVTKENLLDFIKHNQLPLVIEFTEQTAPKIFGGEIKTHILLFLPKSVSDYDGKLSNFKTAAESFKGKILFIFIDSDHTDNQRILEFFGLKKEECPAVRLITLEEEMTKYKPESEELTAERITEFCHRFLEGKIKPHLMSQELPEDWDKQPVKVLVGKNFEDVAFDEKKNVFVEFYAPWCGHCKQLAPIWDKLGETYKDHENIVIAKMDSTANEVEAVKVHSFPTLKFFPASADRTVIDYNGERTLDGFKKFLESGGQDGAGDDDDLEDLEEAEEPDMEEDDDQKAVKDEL
H9c2 protect: cardioprotection against H2O2-induced cell death, primary screen, uHTS, H9c2 cells, ATPLite luminescence; H9c2 cardiomyocytes, H2O2 injury protection, 2 h; protection from H2O2 cell death, % at 20 µM; 0.63% of 360,000 active; AID 588492, 2011;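 active means compounds giving at least 50% protection of heart cells from peroxide-induced death in the single-dose screen, raw or plate-pattern-corrected value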;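 further: 0% = DMSO wells with peroxide and 100% = DMSO wells without peroxide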
iPSC survival up: enhancers of single-cell hiPSC survival, primary screen, ATPlite luminescence | survival enhancement, % at 20 µM | 0.044% of 360,000 active | AID 602274, 2012 | 100% = ROCK inhibitor wells, 0% = DMSO; in the data active means survival enhancement above about 18%;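 further: cells exposed to compounds for 16 hours before the ATP read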
Active calls of the source: *; / = no result given.

SMILES | CaV13 ICDI inh | NR2E3 ag-1 | NR2E3 ag-2 | Shn3 inh set2 | TRPM1 prom inh | HIF-2a inh | Peg3 prom inh | HTR2A ag | PDI inh | H9c2 protect | iPSC survival up
COc1ccc(C(=O)O)cc1S(=O)(=O)NC(C)(C)C | -7 | 6 | 0 | -13 | 4 | 12 | 3 | 1 | -4 | 0 | 0.0
COc1ccc(-c2c(-c3ccc(OCC(=O)NN)cc3O)n[nH]c2C(F)(F)F)cc1 | -5 | 8 | 0 | -14 | 1 | 23 | -6 | 4 | -1 | -6 | -0.5
COc1cccc(NC(=O)[C@@H]2CCCN2S(=O)(=O)c2cccc3cccnc23)c1 | -4 | 35 | 5 | 3 | -4 | -1 | 7 | 6 | -1 | -7 | 7.7
CCOc1ccc(CCNC(=O)CS(=O)(=O)Cc2nc(-c3cccc(OC)c3)oc2C)cc1 | -7 | 13 | -1 | 5 | 8 | -2 | -3 | 0 | -6 | -8 | -0.4
Cc1cc(=O)n(CC(=O)NCCN2CCOCC2)c2c1c(C)nn2-c1ccccc1 | / | 12 | -2 | -5 | 7 | 7 | 19 | 0 | 2 | 9 | -0.1
CCOc1ccccc1CNC(=O)c1ccc(NC(=O)C2=C(C)OCCS2)cc1 | -2 | -26 | 1 | 14 | -8 | -13 | -6 | 0 | 1 | 12 | -0.3
COc1ccc(S(=O)(=O)N2CCC(C(=O)N[C@@H](C)C(=O)NCc3ccc(F)cc3)CC2)cc1 | -13 | 9 | 3 | 7 | 3 | 13 | 20 | 11 | -3 | -1 | -0.4
O=C(c1ccc2c(c1)OCCO2)N1CCN(c2ccc(C(F)(F)F)cn2)CC1 | -12 | -9 | / | 10 | / | -9 | -17 | -2 | -4 | -7 | -1.6
Cc1cc(C(=O)NCCc2ccc(Cl)cc2)c2ccccc2n1 | -7 | -10 | 4 | -9 | 9 | 19 | 4 | 1 | 10 | 4 | 0.7
CN1CCN(NC(=O)c2cc(-c3ccc(Cl)s3)nc3ccccc23)CC1 | -2 | -4 | 1 | -14 | -31 | -14 | 30 | -7 | -20 | 6 | -0.3
Cc1ccc(C(=O)CC(=O)c2ccc(C(C)(C)C)cc2)cc1 | 2 | 5 | 1 | -32 | -40 | -178 | -191 | -1 | -10 | 21 | 4.5
Cc1ccc(S(=O)(=O)N2CCN(C(=O)CSc3cc(C)ccc3C)CC2)c(C)c1 | -6 | 13 | / | 3 | 1 | 21 | 32 | 7 | -3 | -5 | -0.6
Cc1sc2ncnc(NCCc3ccc(S(N)(=O)=O)cc3)c2c1C | -6 | 89* | 2 | 59 | 31 | 22 | 14 | -4 | -4 | -27 | 4.9
CCCC[C@@H]1CC2=C(C(=O)OC(C)(C)O2)[C@@H](c2ccc(F)cc2)O1 | -5 | -15 | / | / | / | 6 | / | 1 | / | / | -0.7
O=C(COC(=O)c1ccco1)NCc1ccc(Cl)cc1 | -2 | 8 | 0 | 10 | 15 | 11 | 9 | 1 | -3 | 4 | -0.1
Cc1ccc(-c2cc(-c3nnc(SCC(=O)NC(C)C(C)C)n3N)c3ccccc3n2)cc1 (stereo not given) | -7 | -2 | 0 | 5 | 18 | -34 | 0 | 1 | -2 | -2 | -1.1
O=C(CC1S/C(=N/N=C2CCCCCC2)NC1=O)Nc1ccccc1F (stereo not given) | / | -21 | / | 8 | -12 | 11 | 20 | -7 | 0 | 6 | 0.4
COc1ccc2c(c1)CCc1c(C(=O)N3CCCc4ccccc43)noc1-2 | -8 | -54 | 3 | -13 | -27 | -228 | -100 | -8 | -3 | -11 | -0.2
C/C(=N\NC(=S)NCCc1ccccc1)c1ccc(C)cc1 | -4 | 70 | 2 | -8 | 15 | -25 | -19 | -11 | -3 | -3 | 4.2
N#CCC(N)=C(C#N)C#N | -6 | -27 | 26* | 1 | -6 | 6 | -2 | -3 | -2 | 0 | -2.4
COc1ccc(CNC(=S)Nc2ccccc2C)cc1 | -1 | -9 | 2 | -18 | -6 | -2 | 3 | 2 | -3 | -5 | -2.5
COc1ccc(OC(=O)c2cc(S(=O)(=O)N3CCCC3)ccc2Cl)cc1 | -8 | -6 | 3 | 11 | -11 | -11 | 14 | 4 | -11 | -9 | -0.9
CCOCC(=O)Nc1c(C(=O)Nc2ccc3c(c2)OCO3)oc2ccccc12 | -14 | -4 | -1 | -31 | -22 | -199 | -171 | 10 | -2 | 13 | -0.4
Cn1c(=O)c2c(nc(NCC3CCCO3)n2Cc2cccc(Br)c2)n(C)c1=O (stereo not given) | -5 | -1 | 4 | 21 | -10 | 21 | 29 | -2 | 6 | 15 | 0.7
COc1ccc(N2COC3c4cccc5cccc(c45)C32)cc1 (stereo not given) | -4 | 5 | -2 | 8 | 10 | -37 | -2 | -2 | -3 | -5 | -1.8

(list continues)
SMILES | CaV13 ICDI inh | NR2E3 ag-1 | NR2E3 ag-2 | Shn3 inh set2 | TRPM1 prom inh | HIF-2a inh | Peg3 prom inh | HTR2A ag | PDI inh | H9c2 protect | iPSC survival up
O=C(Nc1cccc(NC(=O)c2ccco2)c1)c1ccccc1 | -7 | -23 | 3 | -38 | -18 | -7 | -3 | -1 | -5 | 0 | -0.7
Cc1ccc2c(C(=O)CN3CCN(C(=O)c4ccco4)CC3)c(C)[nH]c2c1 | -19 | -23 | -2 | 1 | -8 | 22 | 9 | -5 | -7 | 4 | 0.0
Brc1cccc(-c2nnc3sc(CNCc4ccco4)cn23)c1 | -5 | -12 | 0 | -31 | -2 | -1 | 6 | 4 | 2 | -2 | 1.3
CCOC(=O)Nc1cccc(OCC(=O)Nc2ccccc2OCC)c1 | -5 | -7 | -7 | 20 | -2 | 0 | -10 | -5 | 4 | 2 | 1.4
CCOc1cc(NC2CS(=O)(=O)CC2O)c(OCC)cc1NC(=O)c1ccccc1 (stereo not given) | / | -14 | -9 | -2 | 19 | -2 | -26 | -8 | 0 | 6 | -2.0
COc1ccccc1C(NC(=O)C1CCN(CCc2ccc(Br)cc2)CC1)c1ccccn1 (stereo not given) | -5 | -20 | / | 0 | / | 6 | 0 | -5 | 2 | 8 | -3.8
CC(C)(C)C(=O)NNc1nc(-c2ccccc2)c2cc(Br)ccc2n1 | -3 | -21 | -2 | -10 | 9 | 34 | 28 | 0 | -4 | -9 | 0.8
COc1cc(C(=O)N/N=C/c2ccc(OC(=O)N3CCOCC3)cc2)cc(OC)c1OC | -3 | -20 | 0 | -11 | -13 | 10 | -6 | 8 | -7 | 3 | -0.4
CC(OC(=O)c1ccco1)C(=O)Nc1ccc(Cl)cn1 (stereo not given) | -2 | 5 | -1 | -21 | 14 | 14 | -5 | 0 | 9 | 8 | -0.7
O=C(c1cccnc1)N1CCN(S(=O)(=O)c2cccs2)CC1 | / | -29 | 0 | 4 | -1 | 6 | 15 | 1 | -12 | 10 | -0.3
Cc1nc(CS(=O)c2ccc(Cl)cc2)cc(NCc2ccc(Cl)cc2Cl)n1 (stereo not given) | -7 | -11 | -1 | / | 19 | 23 | 14 | -2 | 16 | -14 | -0.5
CC1(OC(=O)c2ccc(Cl)nc2)C(=O)C=C2C=C3CCCN3C=C2C1=O (stereo not given) | -5 | -28 | 5 | -14 | 9 | 12 | 9 | -2 | 4 | 1 | -0.4
C/C(=N\n1cnnc1)c1ccc(C#N)cc1 | -4 | -1 | 0 | -3 | 13 | 13 | 0 | -5 | 3 | 6 | -0.5
CCN1/C(=C\C=C(C(C)=O)C(C)=O)Sc2ccccc21 | -5 | -19 | -2 | 14 | -35 | -53 | -29 | -2 | 10 | -2 | -0.7
Cc1ccc(Cc2cnc(NC(=O)CN3CCOCC3)s2)cc1Cl | -2 | -12 | -2 | 1 | -9 | 1 | 18 | -5 | -1 | 6 | 1.1
Cc1cc(NC(=O)CSc2nc(C(C)C)nc3sc(C)c(C)c23)no1 | -8 | -1 | -3 | 43 | 16 | 20 | 23 | 2 | 16 | -7 | -0.6
Cc1cc(C)c(O)c(-c2cc(C(=O)Nc3cccnc3)[nH]n2)c1 | 5 | -29 | 0 | -13 | -33 | -190 | -143 | 0 | 3 | 9 | -0.1
Cc1cccc(OCCSc2nc3ccccc3n2CC(=O)O)c1 | -20 | -19 | -1 | 1 | -1 | 11 | 3 | 5 | -9 | -1 | -0.2
Cc1nc(NCC2CCCO2)c2nnn(Cc3ccccc3Cl)c2n1 (stereo not given) | -5 | -2 | -3 | -2 | 13 | -8 | 9 | 1 | -4 | 6 | 6.4
COc1ccc(C(CC(=O)Nc2nccs2)n2cccc2)cc1 (stereo not given) | / | -58 | 1 | -86 | -51 | -168 | -365 | -2 | -6 | 6 | 1.3
CCC[C@@H]1CCCO[C@@](C(=O)NCc2ccccn2)(C(F)(F)F)C1 | -13 | -6 | 3 | 13 | -12 | 6 | 0 | 9 | 3 | -2 | -3.0
COCCN(CC1CCCN(C2Cc3ccccc3C2)C1)C(=O)c1cccc(C)c1 (stereo not given) | -7 | -32 | -4 | 8 | 13 | 1 | -7 | 0 | 10 | -1 | -0.4
O=C(NC(O)C(=O)c1cccs1)c1cccnc1 (stereo not given) | / | 11 | 1 | 2 | 5 | 4 | 19 | -3 | -7 | 83* | -1.9
CCCNC(=O)C1(C)CCCN(Cc2ccc(-c3ccccc3)cc2)C1 (stereo not given) | -5 | -25 | / | 22 | / | -5 | 8 | -6 | -13 | -15 | -1.7
O=S(=O)(NCC(c1ccco1)N1CCc2ccccc21)c1ccccc1 (stereo not given) | -6 | 0 | 1 | -4 | 15 | 21 | 20 | 5 | 4 | -5 | 1.3
COc1ccccc1CCNC(=O)C(=O)NCC1OCCN1S(=O)(=O)c1ccccc1 (stereo not given) | -3 | -5 | 2 | 10 | / | 9 | 3 | 8 | / | 3 | 0.9
CC(C)COc1cccc(C(=O)N(C)CC(=O)Nc2cccc3ccccc23)c1 | -19 | 16 | / | 15 | 18 | 6 | 17 | 2 | 0 | -6 | 7.4

Entries listed so far that contain a COOH group (two):
SMILES | CaV13 ICDI inh | NR2E3 ag-1 | NR2E3 ag-2 | Shn3 inh set2 | TRPM1 prom inh | HIF-2a inh | Peg3 prom inh | HTR2A ag | PDI inh | H9c2 protect | iPSC survival up
COc1ccc(C(=O)O)cc1S(=O)(=O)NC(C)(C)C | -7 | 6 | 0 | -13 | 4 | 12 | 3 | 1 | -4 | 0 | 0.0
Cc1cccc(OCCSc2nc3ccccc3n2CC(=O)O)c1 | -20 | -19 | -1 | 1 | -1 | 11 | 3 | 5 | -9 | -1 | -0.2
